# High-throughput results (PubChem BioAssay)
# RGS7-Gao reg – regulators of human RGS7-Galphao interaction | P09471 | Multiplexed bead flow cytometry, RGS7-Galphao binding; actives lie on both sides | binding response (% of control), % at 10 µM | 220,000 compounds, 0.35% hits | AID 1439; in the data active = binding response below about 49% or above about 150%; inconclusive = no clear call, values can overlap the other calls; inactive = in between;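 also: fluorescent Galphao held in activated GDP-AlF4 state binding bead-coupled RGS7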
# Bim-Mcl-1 – human Bim-Mcl-1 interaction inhibition; Bead-based flow cytometry, Bim peptide-Mcl-1 binding; inhibition, % at 10 µM; 190,000 compounds, 0.1% hits; AID 1009;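 also: 0% = no compound tracer wells and 100% = peptide blocker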
# Target sequence (Q07820 whole entry, looked up): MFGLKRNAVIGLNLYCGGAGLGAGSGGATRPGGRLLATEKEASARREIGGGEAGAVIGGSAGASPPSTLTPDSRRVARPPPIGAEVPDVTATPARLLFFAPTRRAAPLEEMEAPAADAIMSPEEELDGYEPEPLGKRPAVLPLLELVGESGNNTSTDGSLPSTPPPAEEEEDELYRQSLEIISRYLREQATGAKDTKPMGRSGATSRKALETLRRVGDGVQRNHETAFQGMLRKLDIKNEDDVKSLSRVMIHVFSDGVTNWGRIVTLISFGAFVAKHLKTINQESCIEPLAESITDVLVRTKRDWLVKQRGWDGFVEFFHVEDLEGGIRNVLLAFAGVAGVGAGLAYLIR
# Bfl-1 Bim block – disrupts Bim binding to human Bfl-1 | Bead-based flow cytometry, Bim-Bfl-1 binding inhibition | inhibition, % at 10 µM | 190,000 compounds, 0.12% hits | Q16548 | AID 1008;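 also: 0% = wells without compound plus tracer and 100% = blocker peptide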
# Bim-Bcl-2 – inhibitors of Bim-Bcl-2 interaction, human | P10415 | Bead-based flow cytometry, Bim peptide-Bcl-2 binding | inhibition, % at 10 µM | 190,000 compounds, 0.06% hits; in the data active = inhibition above about 40%; inconclusive = no clear call, values can overlap the other calls;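 also: 0% = no compound wells with probe peptide and 100% = reference peptide inhibitor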
# Bcl-W Bim block – disrupts Bim peptide binding to human Bcl-W | Q92843 | bead-based flow cytometry | inhibition, % at 10 µM | 190,000 compounds, 0.02% hits | AID 952;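 also: 0% = bound tracer without compound and 100% = peptide blocker; higher means less fluorescent Bim peptide bound to Bcl-W beads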
# Target sequence (Q92843 whole entry, looked up): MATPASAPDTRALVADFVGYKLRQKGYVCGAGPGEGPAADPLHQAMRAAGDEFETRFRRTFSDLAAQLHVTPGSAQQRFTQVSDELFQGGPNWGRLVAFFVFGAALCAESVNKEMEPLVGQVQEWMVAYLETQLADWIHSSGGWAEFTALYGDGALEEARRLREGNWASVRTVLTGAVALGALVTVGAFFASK
# Bcl-B Bim block – human Bim-Bcl-B interaction inhibition; Q9HD36; bead-based flow cytometry, Bim peptide-Bcl-B binding; inhibition, % at 10 µM; 190,000 compounds, 0.073% hits; AID 951;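 also: 0% = tracer peptide without compound and 100% = reference inhibitor peptide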
# Target sequence (Q9HD36 whole entry, looked up): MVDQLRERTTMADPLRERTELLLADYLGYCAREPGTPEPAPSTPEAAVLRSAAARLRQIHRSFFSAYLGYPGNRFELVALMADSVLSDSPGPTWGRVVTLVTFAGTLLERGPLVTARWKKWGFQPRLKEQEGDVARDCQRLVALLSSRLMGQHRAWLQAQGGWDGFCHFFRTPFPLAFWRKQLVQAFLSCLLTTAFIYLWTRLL
# GSH bead fluor – GSH bead compound fluorescence profile. GSH beads flow cytometry, compound fluorescence 488/530 nm; hits give high values. fluorescence (KMESF) at 10 µM. 190,000 compounds, 0.25% hits; in the data active = fluorescence above about 89;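 also: glutathione beads carrying GST-tagged Bcl family fusion proteins plus one bare bead set; values are compound well signal with DMSO vehicle wells as background; inactives centre near 16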
# Bcl-XL Bim block – inhibitors of Bim-Bcl-XL interaction, human. 190,000 compounds, 0.04% hits. Bim peptide-Bcl-XL binding, bead flow cytometry, fluorescence. AID 1007. Q07817. inhibition, % at 10 µM
# Mcl1-Bid inh – disrupts binding of human Mcl-1 to Bid peptide. Q07820. TR-FRET Mcl-1/Bid-Dy647 peptide binding, 1536-well. inhibition, % at 21.7 µM. 220,000 compounds, 0.97% hits. AID 1021;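 active = compounds that cut the binding signal by more than half at the single screening dose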;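 also: His-tagged Mcl-1 with europium anti-His antibody binding Bid BH3 peptide; 0% = Mcl-1 plus peptide wells and 100% = peptide-only wells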
# RGS4-Gao reg – modulates binding of RGS4 to human Galphao. Multiplexed bead flow cytometry; actives lie on both sides. 220,000 compounds, 0.33% hits. P09471. binding response (% of control), % at 10 µM; in the data active = binding response below about 49% or above about 150%; inactive = in between;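 also: fluorescent Galphao activated with aluminum fluoride binding bead-coupled RGS4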
# RGS8-Gao reg – regulators of human RGS8-Galphao interaction. P09471. multiplexed bead flow cytometry, RGS8-Galphao binding; actives lie on both sides. response (percent of control binding), % at 10 µM. 220,000 compounds, 0.34% hits. AID 1423; in the data active = response below about 60% or above about 140%; inactive = in between;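 also: Galphao activated as the GDP aluminium fluoride complex binding bead-coupled RGS8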
# * marks the source's active call; other numbers are inactive results; ? = inconclusive. Rule as the data show it, unless noted: active = inhibition above about 40%. This is a random part of the collection; overall some 1.8% were active at least once.
RGS7-Gao reg	Bim-Mcl-1	Bfl-1 Bim block	Bim-Bcl-2	Bcl-W Bim block	Bcl-B Bim block	GSH bead fluor	Bcl-XL Bim block	Mcl1-Bid inh	RGS4-Gao reg	RGS8-Gao reg	molecule
102	2	-4	-1	0	-5	11	-3	-44	103	102	O=C1N(Cc2cccnc2)C[C@@H]2C[C@@H](c3ccc(-c4ccccc4)cc3)N3CCC[C@@]123
99	-5	-4	-6	-6	-6	6	-5	-12	97	103	Cc1ccc(S(=O)(=O)N(C)C)cc1-n1c(SCC(=O)Nc2ccc(F)cc2Cl)nc2ccccc2c1=O
94	-19	0	-11	-17	-40	10	-20	-13	93	96	O=C(NC(=S)Nc1ccccc1N1CCOCC1)c1ccc(-c2cccc(Cl)c2)o1
103	-2	0	-3	-1	-2	76	-2	26	99	99	COc1ccccc1-c1nnc(SCC(=O)NC2CCS(=O)(=O)C2)n1N (configuration not stated)
100	-2	0	-2	0	0	17	0	-8	98	104	Cc1ccc2oc(-c3ccccc3)c(C(=O)O)c(=O)c2c1
?	0	-5	0	1	-4	17	0	-20	100	101	CCOc1cc(CNC)ccc1OCC(=O)NC(C)(C)C
106	-5	-1	-1	-3	-9	13	-5	7	103	106	Cc1cccc(N2C(=O)CS/C2=N\NC(=O)c2ccc(Br)cc2)c1C
103	-5	-11	-11	4	-9	52	0	8	104	100	CC(C)Oc1ccccc1C1CC(=O)Nc2cc3c(cc21)OCCO3 (configuration not stated)
106	-1	3	2	0	0	20	0	-8	105	105	COC(=O)c1cc2n(n1)CCCNC2=O
99	-4	-7	-8	-4	-6	11	-10	2	103	99	COc1ccc(CCNC(=O)c2ccc(CNS(=O)(=O)c3cccc(Cl)c3)cc2)cc1OC
98	-3	-6	-5	-3	-6	16	-5	-48	102	99	CCC(C)Sc1nnc(CSc2nc(C)cc(C)n2)n1C (configuration not stated)
104	6	2	4	5	5	13	0	-58	116	102	CCCC(C(=O)NCc1ccco1)N(C(=O)CNS(=O)(=O)c1ccccc1)c1ccccc1OC (configuration not stated)
105	0	-1	-5	-2	-4	12	-2	-20	75	88	COc1ccccc1NC(=S)N(Cc1ccccn1)Cc1ccccc1Cl
101	0	-11	-5	0	-8	25	0	-11	105	101	O=C1C2CCCN2C(c2ccc(F)c(F)c2)N1c1cccc(Cl)c1 (configuration not stated)
90	0	-2	0	0	-2	17	-1	-4	95	99	CCOC(=O)C1(CC)NC(c2ccc(OC)cc2OC)C2C(=O)N(C)C(=O)C21 (configuration not stated)
101	-3	-1	-3	-1	-3	8	-3	6	100	102	Cc1c(C(N)=O)c(-c2ccccc2)nn1-c1ccccc1
103	-1	-8	-7	-4	-2	15	-4	-13	100	101	COc1cccc(NC(=O)N2CCC(N3CCCCC3)CC2)c1
90	0	3	4	1	-1	20	0	-4	94	103	CC1=NC(=O)C(N=Nc2ccccc2)N1c1ccccc1 (configuration not stated)
102	-2	-18	-10	-2	-8	31	-5	8	102	105	OC1CNCc2cc3c(cc21)OCCO3 (configuration not stated)
104	0	-4	-4	-4	-5	19	-5	-44	101	99	NC(=S)N/N=C/c1coc2ccc(Cl)cc2c1=O
93	-13	-7	-5	-5	-7	35	-9	1	93	93	Cc1cc(C(=O)NCc2ccccc2F)cs1
92	-6	-1	-6	-3	-8	6	-7	16	98	97	CC(=O)c1nn(-c2ccccc2)cc1C(=O)c1cccc(Br)c1
104	-3	-5	-1	-5	-1	10	-2	-23	98	100	CCOC(=O)C1(Cc2cccc(Cl)c2)CCCN(C(=O)C2CC2)C1 (configuration not stated)
102	0	-9	-4	2	-7	44	0	-19	103	100	COC(=O)c1ccc(N2CCOCC2)c(F)c1
100	0	-9	-7	-2	-5	33	-9	-34	101	102	CC(C)Oc1ccccc1C1Nc2ccccc2C(=O)N1c1ccc2c(c1)OCCO2 (configuration not stated)
97	3	4	1	1	2	11	0	-27	101	91	CSc1ccccc1C(=O)C1CCCN(C(=O)c2ccc(N3CCOCC3)cc2)C1 (configuration not stated)
?	-1	-7	-3	0	0	10	0	2	104	105	O=C(Nc1ccccc1)c1nccn1Cc1ccc(F)cc1
103	-2	1	0	1	1	13	-1	-52	102	103	Nc1cc(=O)[nH]c(SC/C=C/c2ccccc2)n1
104	11	2	6	11	11	17	6	7	100	101	Cn1c(SCc2ccc(C(=O)Nc3nccs3)cc2)nnc1-c1ccccc1
105	1	-2	3	-3	-6	18	-1	-16	103	103	Cc1ccc(OCc2n[nH]c(=S)n2-c2ccccc2)cc1C

# Ordered by molecular weight (falling): part of the list above.
RGS7-Gao reg	Bim-Mcl-1	Bfl-1 Bim block	Bim-Bcl-2	Bcl-W Bim block	Bcl-B Bim block	GSH bead fluor	Bcl-XL Bim block	Mcl1-Bid inh	RGS4-Gao reg	RGS8-Gao reg	molecule
104	6	2	4	5	5	13	0	-58	116	102	CCCC(C(=O)NCc1ccco1)N(C(=O)CNS(=O)(=O)c1ccccc1)c1ccccc1OC (configuration not stated)
99	-4	-7	-8	-4	-6	11	-10	2	103	99	COc1ccc(CCNC(=O)c2ccc(CNS(=O)(=O)c3cccc(Cl)c3)cc2)cc1OC
97	3	4	1	1	2	11	0	-27	101	91	CSc1ccccc1C(=O)C1CCCN(C(=O)c2ccc(N3CCOCC3)cc2)C1 (configuration not stated)
106	-5	-1	-1	-3	-9	13	-5	7	103	106	Cc1cccc(N2C(=O)CS/C2=N\NC(=O)c2ccc(Br)cc2)c1C
105	0	-1	-5	-2	-4	12	-2	-20	75	88	COc1ccccc1NC(=S)N(Cc1ccccn1)Cc1ccccc1Cl
92	-6	-1	-6	-3	-8	6	-7	16	98	97	CC(=O)c1nn(-c2ccccc2)cc1C(=O)c1cccc(Br)c1
104	-3	-5	-1	-5	-1	10	-2	-23	98	100	CCOC(=O)C1(Cc2cccc(Cl)c2)CCCN(C(=O)C2CC2)C1 (configuration not stated)
101	0	-11	-5	0	-8	25	0	-11	105	101	O=C1C2CCCN2C(c2ccc(F)c(F)c2)N1c1cccc(Cl)c1 (configuration not stated)
?	-1	-7	-3	0	0	10	0	2	104	105	O=C(Nc1ccccc1)c1nccn1Cc1ccc(F)cc1
102	0	-9	-4	2	-7	44	0	-19	103	100	COC(=O)c1ccc(N2CCOCC2)c(F)c1
106	-1	3	2	0	0	20	0	-8	105	105	COC(=O)c1cc2n(n1)CCCNC2=O
102	-2	-18	-10	-2	-8	31	-5	8	102	105	OC1CNCc2cc3c(cc21)OCCO3 (configuration not stated)

# Remaining list, next part:
RGS7-Gao reg	Bim-Mcl-1	Bfl-1 Bim block	Bim-Bcl-2	Bcl-W Bim block	Bcl-B Bim block	GSH bead fluor	Bcl-XL Bim block	Mcl1-Bid inh	RGS4-Gao reg	RGS8-Gao reg	molecule
98	1	-2	-2	0	-3	13	-2	-22	101	100	Nc1nc(N)nc(COc2ccccc2)n1
98	0	-8	-5	-3	-11	17	-3	-64	103	101	CCNC(=S)N1CCC(n2cnc3ccccc32)CC1
98	-5	-5	0	-2	-3	26	-1	-18	98	97	CCOc1ccc(S(=O)(=O)Nc2ccc3c(c2)OCO3)c2cccnc12
102	0	-7	-5	0	-7	23	-3	-8	102	103	O=C(O)c1oc2ccccc2c1CSc1ccccn1
102	-1	-8	-2	-1	-4	61	-1	2	109	108	O=C(OCc1cccc([N+](=O)[O-])c1)c1ccc2ccccc2n1
107	-1	0	0	-1	-4	6	-8	-43	97	103	Cn1c(N)c(C(=O)c2cc(-c3ccccn3)nc3ccccc23)c(=O)[nH]c1=O
104	0	-6	-2	0	0	26	-3	-37	100	98	O=c1c(Cc2ccc(F)cc2)c(O)ccn1CC1CCCO1 (configuration not stated)
104	-2	0	0	-3	0	16	-1	-11	102	101	O=C1NCCCc2c1no[n+]2[O-]
98	-4	-5	-5	-5	-8	9	-4	-75	100	102	CCOC(=O)c1cc2c(ccn2C)n1CC(=O)N(Cc1ccccc1)c1ccc(F)cc1
97	-3	0	0	-4	-4	10	-4	-12	98	91	CC(C)C1OC2c3cccc4cccc(c34)C2N1c1ccccc1 (configuration not stated)
?	0	-7	-1	-1	-2	15	0	-17	100	99	CCNc1ccc(P(=O)(c2ccccc2)c2ccccc2)cc1
93	0	0	-1	1	-8	11	-1	-36	98	90	CCn1c(O)c(/C=C/C=C/C=Nc2ccccc2)sc1=S
103	0	2	1	0	2	9	0	-20	106	108	Nc1nc(-c2ccc(Br)cc2)cc(C(F)(F)F)n1
98	0	-5	-8	-1	-2	10	-5	-8	102	104	COc1ccccc1/C=C/C=N\N1CCN(Cc2ccccc2Cl)CC1
98	-3	-4	-6	-1	-3	15	-2	-31	100	100	CC1CCN(C(=O)CSc2ccc(-c3cccc([N+](=O)[O-])c3)nn2)CC1
94	3	-15	-2	0	-6	17	-2	2	101	100	CCCCc1nnc(NC(=O)CC(=O)Nc2ccccc2C(=O)O)s1
99	0	-9	-8	-6	-9	16	-8	-22	101	102	Cc1c(NC(=O)CSc2ccc(Cl)cc2)cccc1-c1nc2cc(Cl)ccc2o1
92	2	-5	-4	-5	-2	15	-6	-8	90	94	Cc1cc(=O)n2c3c(cccc13)CCC2
101	0	-10	-1	2	-4	16	-3	-3	103	103	CN(C)S(=O)(=O)c1c(Cl)cccc1Cl
102	-1	-1	0	0	3	17	-2	-12	99	99	O=C(Nc1cccc(C(=O)N2CCOCC2)c1)c1cccnc1
99	-4	3	0	-2	0	13	0	-5	100	100	CCOCCCNCc1cc(Cl)cc(Cl)c1OCC
99	-1	-7	-9	-2	-12	25	-3	1	106	100	Cc1cc2oc(C(=O)N(Cc3ccco3)C3CCS(=O)(=O)C3)cc(=O)c2cc1Cl (configuration not stated)
105	-4	2	1	1	5	11	-1	11	107	117	CC1CCCN(CCCOc2ccc([N+](=O)[O-])cc2)C1 (configuration not stated)
114	3	-3	-2	7	-4	42	4	2	119	101	C/C(=N/NC(=O)c1cc2ccccc2cc1O)C1C(=O)c2ccccc2C1=O
98	-8	21	1	1	-64	15	-3	-47	94	88	Cc1ccc(/C=N/n2cc(-c3ccccc3)[nH]c2=S)s1
